SKN-1 inh: suppressors of acrylamide-induced Pgst-4::GFP reporter in worms, primary screen, SKN-1 inhibitor project, whole organism, uHTS, GFP/RFP fluorescence ratio, strain VP596. C. elegans VP596 Pgst-4::GFP/RFP ratio, 24 h. inhibition, % at 21.8 µM. actives 0.49% (n = 360,000). AID 624304, 2012;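 active means interference check ratio from 0.5 to 1.5 plus GFP to RFP signal ratio inhibition reaching or exceeding a fixed threshold, cut at about 30% in these data, passing the limit was not always enough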; further: some compounds called inactive have numbers as strong as hits
MLLE-PAM2 inh: inhibitors of PABP1 MLLE–PAM2 peptide binding, primary screen, biochemical, fluorescence polarization, FITC-PAM2, GST-MLLE | Polyadenylate-binding protein 1 (Homo sapiens), P11940 | inhibition, % at 20 µM | actives 0.36% (n = 360,000); in the data active means inhibition above about 35%, passing the limit was not always enough;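 further: plate controls were DMSO wells with GST-MLLE for no effect and wells lacking GST-MLLE protein for full effect; some results filed as inactive read as strong as hits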
MsrA inh: bovine MsrA enzyme inhibitors, primary screen, biochemical, absorbance, HTS; purified bovine MsrA, absorbance read-out; actives 0.75% (n = 360,000); Methionine sulfoxide reductase A (Bos taurus); inhibition, % at 15.5 µM; in the data active means inhibition above about 4.5%;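 further: 0% = vehicle wells with enzyme and 100% = reference inhibitor wells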
MsrA act: bovine MsrA enzyme activators, primary screen, biochemical, absorbance, HTS | Methionine sulfoxide reductase A (Bos taurus) | purified bovine MsrA, absorbance read-out | activation, % at 10.6 µM | actives 0.3% (n = 360,000) | AID 602163, 2012; in the data active means activation above about 7.5%;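 further: 0% = vehicle and 100% = reference activator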
CendR NRP1 mod: modulators of CendR peptide binding to NRP-1, primary screen, biochemical, fluorescence polarization, uHTS. FAM-RPARPAR peptide binding to NRP-1. Neuropilin-1 (Homo sapiens), O14786. actives 0.85% (n = 360,000). inhibition, % at 25 µM;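 active means inhibition or corrected inhibition above about 18%, plus a signal ratio from 0.5 to 1.5, limit read from the data, passing the limit was not always enough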; further: strong numbers were not always called active
eLon inh: inhibitors of E. coli Lon protease, primary screen, biochemical, fluorescence polarization | P0A9M0 | inhibition, % at 7.94 µM | AID 602123, 2011 | actives 0.42% (n = 360,000) | purified E. coli Lon protease; in the data active means inhibition above about 13%, passing the limit was not always enough;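 further: 0% = enzyme with probe and DMSO and 100% = no enzyme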
Target sequence (P0A9M0 whole entry, looked up): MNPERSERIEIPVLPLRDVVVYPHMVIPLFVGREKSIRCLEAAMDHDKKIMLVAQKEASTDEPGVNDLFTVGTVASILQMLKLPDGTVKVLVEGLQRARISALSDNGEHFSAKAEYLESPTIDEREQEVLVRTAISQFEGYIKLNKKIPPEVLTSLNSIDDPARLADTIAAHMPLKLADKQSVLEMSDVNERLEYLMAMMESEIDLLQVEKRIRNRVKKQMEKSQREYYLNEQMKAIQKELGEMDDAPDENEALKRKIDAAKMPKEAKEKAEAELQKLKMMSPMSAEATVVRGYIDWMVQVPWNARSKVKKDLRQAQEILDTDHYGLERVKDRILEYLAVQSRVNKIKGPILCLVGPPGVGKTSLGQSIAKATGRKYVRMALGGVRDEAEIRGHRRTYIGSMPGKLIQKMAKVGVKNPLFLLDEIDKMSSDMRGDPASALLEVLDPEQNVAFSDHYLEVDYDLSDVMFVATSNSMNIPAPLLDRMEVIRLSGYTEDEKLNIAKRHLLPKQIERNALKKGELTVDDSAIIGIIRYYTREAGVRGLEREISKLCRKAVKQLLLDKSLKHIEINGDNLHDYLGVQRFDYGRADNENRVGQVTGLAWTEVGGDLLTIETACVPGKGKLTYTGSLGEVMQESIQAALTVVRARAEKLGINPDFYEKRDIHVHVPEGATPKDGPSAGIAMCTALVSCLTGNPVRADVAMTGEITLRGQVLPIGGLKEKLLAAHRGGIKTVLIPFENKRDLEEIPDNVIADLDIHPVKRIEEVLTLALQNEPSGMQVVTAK
TbMetRS inhib: T. brucei MetRS inhibitors, primary screen, biochemical, luminescence. methionyl-tRNA synthetase (Trypanosoma brucei brucei). purified T. brucei MetRS, ATP depletion, Kinase-Glo luminescence. inhibition, % at 11.9 µM. actives 0.4% (n = 360,000);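 active means inhibition above a per-plate cutoff of the control wells' mean inhibition plus 3 SD, cut at about 5.5% in these data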;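 further: 0% = DMSO wells median and 100% = median of wells with control inhibitor compound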
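Dosing: 11.9 µM single point; system: parasite MetRS enzyme; technique: luminescence of leftover ATP; times: 15 min enzyme-compound preincubation, 2 h reaction, 10 min detection, 25 °C; replicates: each compound tested once; read-out basis: percent inhibition relative to median high and low control wells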
MT1-MMP act inh: blockers of MT1-MMP proenzyme processing, primary screen, HT1080 RFP-PRO-GFP cells, GFP/RFP fluorescence. actives 0.061% (n = 360,000). GFP/RFP ratio fluorescence, overnight; percent of plate control window, DMSO zero. GFP/RFP ratio change, % at 20 µM. AID 651647, 2012;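 active means GFP/RFP ratio change of at least 30% with cell ATP level not reduced by more than half and red fluorescence within 50% of control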; further: strong numbers were not always called active
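Read-out: GFP/RFP fluorescence ratio; Test system: RFP-PRO-GFP reporter HT1080 cells; Compound dosing: single-point 20 µM compound, 1% DMSO; Times: overnight compound exposure at 37 °C.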
FAS TE block: FAS thioesterase domain inhibitors, primary screen, biochemical, fluorescence intensity, uHTS. recombinant FAS-TE, OMFH fluorogenic substrate, fluorescence endpoint. inhibition, % at 15 µM. actives 0.67% (n = 360,000). AID 602261, 2012;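 active means compounds whose normalised, plate-corrected inhibition of enzyme fluorescence in the single-dose primary screen is 50% or more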;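 further: 0% = DMSO with enzyme and 100% = substrate without enzyme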
Starred values were filed as active, the others as inactive; · = not tested or not shown. Outcome played no part in choosing rows; 4% or so of the library scored in one or more.

Value order – SKN-1 inh	MLLE-PAM2 inh	MsrA inh	MsrA act	CendR NRP1 mod	eLon inh	TbMetRS inhib	MT1-MMP act inh	FAS TE block
1. COc1cc2c(cc1OC)C(/C=C/c1ccco1)=NCC2
 : 2	-21	0.9	-1	-32	-16	0.0	-7	-7
2. COc1ccc(CN2C(=O)C(CC(=O)NCCCN(C)C)CC(C(=O)N(C)C)=C2C)cc1 (stereo unspecified)
 : 3	6	2.1	-4	-8	-2	-1.0	-3	-5
3. CSc1ccc(S(=O)(=O)N2CCC(C(=O)NCc3ccncc3)CC2)cc1
 : 2	9	1.2	0	7	7	-0.1	2	-5
4. O=C(OCC(=O)N1CCCc2ccccc21)C1CCN(S(=O)(=O)c2cccs2)CC1
 : -19	3	-0.5	-3	11	1	-0.2	1	8
5. COc1ccc(C(CNC(=O)c2cccc(S(=O)(=O)Nc3ccc(F)cc3)c2)N2CCCC2)cc1 (stereo unspecified)
 : -7	-23	0.8	-6	-19	6	-0.4	-2	-1
6. CCn1ncc(CN2CCC(C(=O)Nc3cccc(-c4cccc(F)c4)c3)CC2)c1C
 : -1	4	-0.1	-2	21	3	-0.4	3	-7
7. O=C(O)CCCCCCCCCCC1CCC(O)C1O (stereo unspecified)
 : -1	3	-0.1	-2	5	0	-0.3	3	-8
8. CON(C)C(=O)CC(CNC(=O)OC(C)(C)C)c1ccc(Cl)cc1 (stereo unspecified)
 : -1	-4	-0.1	-4	12	-1	-0.2	0	-16
9. COc1ccc(/C=C/C(=O)O)cc1S(=O)(=O)NCC1CCCO1 (stereo unspecified)
 : -5	1	0.6	-3	-1	-8	-1.1	0	-7
10. Cc1cc(C)cc(NC2=NCC(=O)N2Cc2ccccc2)c1
 : 15	7	-1.6	-11	35*	-1	-2.5	3	-16
11. O=C(COc1ccc2c(c1)oc(=O)c1ccccc12)NCC1CCC(C(=O)O)CC1 (stereo unspecified)
 : 8	15	0.7	-2	1	-7	0.7	1	-2
12. Cc1c(N2CCCC2)cc2c(c1N)C(C)(C)CC2(C)C
 : 9	-3	0.6	1	-6	-13	-0.3	-5	4
13. Cc1cc(OCCOc2cccc3cccnc23)c(C)cc1Cl
 : 31	-5	-0.8	-1	-14	6	-0.2	1	20
14. OCCN1CCN(C(=S)NCCc2ccccc2)CC1
 : -1	-95	1.3	-3	-12	-3	-0.2	4	-10
15. COc1ccc(C(=O)O/N=C(\N)Cc2ccc(Cl)cc2)cc1OC
 : 12	7	0.0	0	-2	0	-0.1	-8	0
16. O=S(=O)(NCC1CCCO1)c1ccc(Cl)nc1 (stereo unspecified)
 : -2	4	-0.4	0	-5	-3	-0.5	-3	-4
17. O=C(/C=C/c1ccccc1)c1ccc2ccccc2c1
 : 13	0	0.0	-8	-21	-3	-0.1	-3	10
18. COc1ccc(C(=O)C2CCCN(Cc3c(F)ccc(F)c3F)C2)c(OC)c1 (stereo unspecified)
 : -13	-3	0.7	-4	19	-4	-0.4	-2	14
19. CC(C)N(C(=O)CSc1nnc(Cc2csc(Nc3ccccc3)n2)o1)C(C)C
 : -7	-16	-0.2	-1	-15	-4	0.0	7	4
20. Cc1ccccc1NC(=O)CN1C(=O)S/C(=C\c2ccc(-c3cccc(C(=O)O)c3C)o2)C1=O
 : 12	7	0.6	-3	-30	-2	-0.2	-7	-4
21. [O-][n+]1c(/C=C/c2ccccc2)ccc2ccccc21
 : 19	3	1.7	-3	-10	0	-0.2	1	4
22. Cc1cnc(NC(=O)c2c(Cl)cnn2C)s1
 : 13	-10	1.6	-4	15	3	0.2	-1	-4
23. COc1ccc(/C=C/C(=O)OCC(=O)N2CCCCCC2)c(OC)c1
 : -11	-8	2.7	-10	-9	5	-0.5	-3	0
24. CCc1ccccc1NC(=O)Cc1cn(C)c2ccccc12
 : -3	25	0.1	0	9	-4	-0.9	1	-1
25. CC(C)=CC(=O)Nc1ccccc1C(N)=O
 : 10	3	0.6	1	-11	-7	-0.6	-3	-7
26. CC(C)NC(=O)c1ccc(COc2ccc(C(C)(C)C)cc2)o1
 : -1	6	1.0	-11	10	11	-1.4	5	-3
27. CC(C)CCNC(=O)CCCn1c(=O)[nH]c2ccc(Br)cc2c1=O
 : 4	-11	1.5	0	15	8	0.7	4	-5
28. COc1cc(NC(=O)c2ccccc2)c(OC)cc1NC(=O)Cc1ccccc1
 : -2	-3	1.6	1	-11	-10	-0.2	3	10
29. CCN(CC)S(=O)(=O)c1cccc(NC(=O)COC(=O)c2n[nH]c(=O)c3ccccc23)c1
 : 0	-23	0.6	-6	12	1	0.8	2	0
30. COC(=O)[C@]12CCCCC=C1N(CCC1=CCCCC1)C(=O)[C@H](CC(=O)NCc1cccs1)C2
 : 1	·	-0.1	-10	-1	-3	-2.3	4	14

Compound profiles, as listed above. Order of values: SKN-1 inh | MLLE-PAM2 inh | MsrA inh | MsrA act | CendR NRP1 mod | eLon inh | TbMetRS inhib | MT1-MMP act inh | FAS TE block
COC(=O)[C@]12CCCCC=C1N(CCC1=CCCCC1)C(=O)[C@H](CC(=O)NCc1cccs1)C2 in the list: 1 | · | -0.1 | -10 | -1 | -3 | -2.3 | 4 | 14
Cc1c(N2CCCC2)cc2c(c1N)C(C)(C)CC2(C)C in the list: 9 | -3 | 0.6 | 1 | -6 | -13 | -0.3 | -5 | 4

Further results follow:
Value order – SKN-1 inh	MLLE-PAM2 inh	MsrA inh	MsrA act	CendR NRP1 mod	eLon inh	TbMetRS inhib	MT1-MMP act inh	FAS TE block
31. CC(=O)N1N=C(c2ccc(NS(=O)(=O)c3ccccc3)cc2)CC1c1ccco1 (stereo unspecified)
 : -3	-4	3.5	-3	6	3	-0.3	0	1
32. CCOC(=O)c1c(NC(=O)CSc2nnc(C)s2)sc2c1CCCCC2
 : -6	4	1.4	-2	-5	-7	-0.2	-10	26
33. O=[N+]([O-])c1ccc(C2CCCC/C2=N/OCc2ccc(F)cc2)c([N+](=O)[O-])c1 (stereo unspecified)
 : 3	5	3.5	-2	-5	-7	0.2	-4	34
34. CNC(=O)c1c(Br)cnn1-c1ccc(C)cc1
 : 6	-5	1.2	-2	4	-2	-0.1	0	-4
35. CCOC(=O)C1CCN(C(=O)N2CCOCC2)CC1
 : -15	2	-2.0	-10	-3	-11	-0.8	3	-7
36. CC(=O)N1CCC(N2CCN(Cc3ccc(C)cc3)C(CCO)C2)CC1 (stereo unspecified)
 : -4	-3	-0.2	-4	-8	-4	-0.3	5	-4
37. CCCOc1ccccc1C(=O)N(Cc1cccc(Br)c1)C1CCS(=O)(=O)C1 (stereo unspecified)
 : 15	-1	0.3	0	10	-3	0.3	-4	8
38. COc1ccc(S(=O)(=O)N2CCC(C(=O)NCCC(=O)NCCc3cccc(F)c3)CC2)cc1
 : 25	5	0.5	0	-1	-5	-0.3	5	-2
39. Cc1ccc2c(ccc(=S)n2C)c1
 : 7	4	1.4	-4	6	6	-0.5	6	0
40. Cc1ccc(CN2CC(C(=O)N3CCN(S(=O)(=O)c4ccccc4)CC3)CC2=O)cc1 (stereo unspecified)
 : 13	-2	-1.1	-1	6	-1	-0.3	-1	0
41. Cc1ccc(C(=O)NCc2ccco2)cc1[N+](=O)[O-]
 : -1	0	-0.2	1	-12	-5	-0.4	2	10
42. COCCN(C(=S)Nc1ccc(C)cc1C)C(C)c1cccs1 (stereo unspecified)
 : 0	-40	0.6	-1	-3	-10	0.1	6	11
43. CCCn1c2ccccc2c2cnn(CC(=O)NCCN(C)C)c(=O)c21
 : -7	-8	-0.4	-3	0	2	-0.8	1	-1
44. CSCCC(NS(=O)(=O)c1ccc(Cl)cc1)C(=O)OCC(=O)N(C(C)C)C(C)C (stereo unspecified)
 : 6	9	-0.9	-10	2	-4	-0.7	3	-1
45. COc1ccc(C(=O)NNC(=S)NC(=O)c2cccs2)cc1
 : 7	19	1.7	0	2	1	1.0	-5	-5
46. Clc1ccc(OCc2nn3c(-c4ccccc4)nnc3s2)c(Cl)c1
 : 8	-14	-0.2	-4	-5	4	0.4	4	6
47. CCN(CC)c1ccc(C=Nc2ccccc2)c(O)c1
 : 29	-31	3.5	-3	-15	5	-1.1	-3	0
48. CCC(C)NC(=O)C(Cc1ccccc1)NS(=O)(=O)c1ccc2c(c1)CCC(=O)N2 (stereo unspecified)
 : 3	-5	-1.0	-2	6	-4	-0.6	1	-2
49. CCCc1nn2c(=O)cc(CSCC(=O)Nc3ccccc3OC)nc2s1
 : 13	5	-1.6	-2	5	-5	-0.4	-1	-12
50. CN(C)C(CNC(=O)CSc1nc2sc3c(c2c(=O)n1C)CCCC3)c1ccccc1 (stereo unspecified)
 : -8	-50	0.6	-11	6	3	-0.5	-6	1
51. O=c1oc2ccccc2c(O)c1CN1CCCCC1
 : -15	7	-0.4	-1	14	-2	-0.8	-6	-1

Shown as a hit in CendR NRP1 mod, of those listed so far:
no.	SMILES	SKN-1 inh	MLLE-PAM2 inh	MsrA inh	MsrA act	CendR NRP1 mod	eLon inh	TbMetRS inhib	MT1-MMP act inh
10	Cc1cc(C)cc(NC2=NCC(=O)N2Cc2ccccc2)c1	15	7	-1.6	-11	35*	-1	-2.5	3

Structural class, those above with a tert-butyl group.
Value order – SKN-1 inh	MLLE-PAM2 inh	MsrA inh	MsrA act	CendR NRP1 mod	eLon inh	TbMetRS inhib	MT1-MMP act inh	FAS TE block
8. CON(C)C(=O)CC(CNC(=O)OC(C)(C)C)c1ccc(Cl)cc1 (stereo unspecified)
 : -1	-4	-0.1	-4	12	-1	-0.2	0	-16
26. CC(C)NC(=O)c1ccc(COc2ccc(C(C)(C)C)cc2)o1
 : -1	6	1.0	-11	10	11	-1.4	5	-3
